Bioassay records as filed in PubChem.
ER stress rescue: rescue of cells from ER stress-induced death, primary screen, 384-well, CSM14.1, thapsigargin, ATP luminescence (AID 1222) | CSM14.1 thapsigargin-induced death rescue, ATP luminescence; higher % means a stronger effect | cellular ATP content (survival), % at 20 µM, or EC50 in µM where a hit was titrated | 190,000 tested, under 10 active;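 active means EC50 below 50 µM in the dose-response confirmation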;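 further: death triggered by thapsigargin at about 15 µM added after 2 h compound pretreatment; cell ATP read after overnight thapsigargin exposure of roughly 18 to 22 hours; normalized against plate controls of thapsigargin alone and 5% DMSO vehicle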
Dynein transport: inhibitors of GR-EGFP nuclear translocation, primary screen, dynein cargo transport inhibitor project, imaging, high-content, 3617.4 mouse cells; test concentration mostly 20 µM; stimulated with dexamethasone, 1 µM; active compounds read low; z-score, hits read low; 220,000 tested, 0.47% active;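 active means plate z-score of nuclear minus cytoplasmic receptor signal below a set negative limit, without overly bright fluorescence or cell loss, cut at about -3.5 in these data, passing the limit was not always enough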;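 further: z-score of nuclear minus cytoplasmic ring GR-EGFP intensity difference per well; some compounds called inactive have numbers as strong as hits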
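Also added: dexamethasone, 1.0 µM final. Medium: tet-free, stripped-serum medium. Detection: fixed, Hoechst-stained cells imaged at 10x for EGFP. Read-out: nuclear-to-cytoplasmic GR-EGFP distribution per well. Times: induction 48 h, compound 1 h, agonist 30 min.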
Autophagy HCS: autophagy modulators in MEF cells, primary screen, imaging, high-content, MEF GFP-LC3 | AID 463193, 2010 | 190,000 tested, 0.98% active | calls only at 10 µM (by protocol) | MEF GFP-LC3 puncta imaging; test concentration mostly 10 µM;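 active means percentage of spot-positive cells more than 3 SD above its plate mean, without a fluorescence outlier flag or 80% toxicity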;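 further: spot-positive cell cutoff set from DMSO-treated cells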
Lipid droplet: inhibitors of hepatocyte lipid droplet formation, primary screen, imaging, high-throughput imaging, BODIPY stain; inhibition, % at 6.5 µM; 240,000 tested, 0.4% active; AML12 mouse hepatocytes, oleate lipid droplets;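 active means lipid droplet intensity inhibited by at least 50%, with more than 500 cells counted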
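Assay system: AML12 mouse liver cells | Compound: 6.5 µM single-point dosing | Schedule: Overnight exposure | Technique: Fluorescence imaging, 20x objective, two fields per well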
Insulin prom up: insulin promoter activators in MIN6 cells, imaging, high-content screening, mouse beta cells | MIN6 insulin promoter-GFP reporter; active compounds read high | 190,000 tested, 0.3% active | z-score at 5 µM | AID 1625, 2009;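 active means z-score above 3 at 5 µM with at least 500 cells counted in the well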
Yfh1-depleted yeast: enhancers of respiration in Yfh1-depleted yeast, dose response, Friedreich's ataxia, plus single-dose screen (AID 1465); S. cerevisiae Yfh1-off respiration, WST-1 reduction, 72 h; higher fold induction means a stronger effect; fold induction at 50 µM, or EC50 in µM where a hit was titrated; 220,000 tested, 0.074% active;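 active means fold induction of absorbance versus untreated yeast above a set limit, then at least 30% activation at any dose in follow-up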;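 further: activators that raise dye reduction in frataxin-depleted yeast; strong numbers were not always called active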
MT stabilize HCS: microtubule stabilizers in HeLa cells, primary screen, imaging, high-content imaging; % tubulin-high responders, % at 10 µM; HeLa tubulin immunostaining HCS, 24 h; share of cells brighter than vehicle mean+2SD; 200,000 tested, 0.83% active; AID 2205, 2009;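 active means plate Z-score above 3 for both tubulin-high and condensed-nucleus cell shares, with cell loss under 80%, at 10 µM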;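 further: anti alpha tubulin signal scored within the nucleus-defined area of each cell; some results filed as inactive read as strong as hits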
M17LAP inhibition: P. falciparum M17LAP inhibitors, primary screen, biochemical, fluorogenic H-Leu-NHMec substrate, 1536-well (AID 1619) | Leucine aminopeptidase (Plasmodium falciparum (isolate 3D7)) | recombinant M17LAP, H-Leu-NHMec fluorogenic kinetic assay; higher % means a stronger effect | one-dose inhibition, % at 30 µM; IC50 in µM for titrated hits | 220,000 tested, 0.38% active;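 active means compound inhibiting the enzyme by more than half at any dose during confirmatory dose-response retesting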;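 further: plate controls were full reaction with DMSO carrier for no effect and no enzyme background for full effect; strong numbers were not always called active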
M1AAP inhibition: P. falciparum M1AAP inhibitors, biochemical, fluorogenic H-Leu-NHMec substrate, 1536-well (AID 1445). Aminopeptidase N (Plasmodium falciparum (isolate 3D7)). recombinant M1AAP, H-Leu-NHMec fluorogenic kinetic assay; higher % means a stronger effect. inhibition, % at 30 µM; hits with a dose series show IC50 in µM. 220,000 tested, 0.42% active;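 active means primary inhibition above the hit cutoff, then over 50% inhibition at one or more dose response concentrations, cut at about 23% in these data, passing the limit was not always enough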;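 further: plate controls were DMSO full reaction for no effect and no enzyme background for full effect; strong numbers were not always called active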
Dynein transport cytoplasmic EGFP: further read-out of Dynein transport, marked with its call; z-score; measured here: cytoplasmic GR-EGFP intensity; active compounds read high
Dynein transport nuclear GR-EGFP: also measured in Dynein transport; calls as there; z-score; measured here: nuclear GR-EGFP intensity;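 lower value marks the stronger effect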
Dynein transport cell count: recorded beside Dynein transport, whose call it bears; z-score; measured here: cell count per field
Insulin prom up cell count: second read-out of Insulin prom up, no call of its own (marks repeat the call); cell count; measured here: cytotoxicity, nuclei count;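 total cells summed across four imaged fields per well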
Lipid droplet cells 6.5 µM: further read-out of Lipid droplet, marked with its call; cell count; measured here: cell count, cytotoxicity flag;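 cells counted across two imaged fields per well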
MT stabilize HCS Hoechst-high %: further read-out of MT stabilize HCS, marked with its call; % Hoechst-high responders; measured here: nuclear condensation Hoechst responders;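 share of cells brighter than vehicle mean plus two SD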
MT stabilize HCS cytotoxicity %: recorded beside MT stabilize HCS, whose call it bears; toxicity, %; measured here: cytotoxicity by cell density;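 0% = mean cell density of plate MIN control wells and 100% = no cells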
Autophagy HCS cell loss 18 h: further read-out of Autophagy HCS, marked with its call; toxicity, %; measured here: cell loss, nuclei count;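 cell loss after 18 h compound exposure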
An asterisk follows results filed as active; i = inactive; / = no result given; + = active, no number. Compounds as they come. About 3.5% of those tested had a hit in this group.

SMILES	ER stress rescue	Dynein transport	Dynein transport cytoplasmic EGFP	Dynein transport nuclear GR-EGFP	Dynein transport cell count	Autophagy HCS	Autophagy HCS cell loss 18 h	Lipid droplet	Lipid droplet cells 6.5 µM	Insulin prom up	Insulin prom up cell count	Yfh1-depleted yeast	MT stabilize HCS	MT stabilize HCS Hoechst-high %	MT stabilize HCS cytotoxicity %	M17LAP inhibition	M1AAP inhibition
CCOC(=O)CSc1nc(NCc2ccco2)c2ccccc2n1	-2.0%	-0.608	-0.313	-0.0833	0.692	i	0.3	/	/	0.28	1424	i	4.8	2.5	0.8	7.1%	4.9%
COc1cccc(OC)c1C(=O)Nc1ccc2c(c1)Cc1ccccc1-2	1.8%	-0.0559	-0.303	0.0679	0.137	i	20.7	2.4	704	0.47	1428	i	1.0	1.1	6.4	-8.4%	0.3%
CCOc1cc2[nH]c(=S)n(CCCCC(=O)NCc3ccco3)c(=O)c2cc1OCC	/	-0.394	-0.23	0.231	0.756	i	-0.7	1.0	726	0.48	1207	i	2.5	3.1	11.7	-2.5%	-2.3%
Cc1cc(Cl)c(S(=O)(=O)NCc2cccnc2)cc1OCC(N)=O	-1.3%	0.697	-0.226	0.233	0.397	i	19.1	3.9	752	0.67	1263	i	3.9	3.6	2.2	5.6%	7.1%
O=C(O)C1CCCCC1C(=O)Nc1cccc2ccccc12 (centres undefined)	-0.4%	0.304	-0.222	0.419	-0.301	i	-0.7	9.6	678	0.63	1279	i	3.6	1.8	2.9	39.5%	4.0%
CC(=O)Nc1ccc(S(=O)(=O)CCC(=O)O)cc1	-0.8%	1.2	0.00748	0.513	0.0349	i	3.8	-2.2	749	-0.04	1251	i	3.2	1.4	4.5	-9.8%	2.8%
CCN(CC)S(=O)(=O)c1cc(C(=O)Nc2ccccn2)ccc1C	-3.9%	0.108	-0.217	0.0453	-0.373	i	-4.1	-0.4	727	1.35	1280	i	2.0	2.6	3.2	-0.8%	-5.1%
CCCCOc1ccc(/C=C/C(=O)OCC(=O)c2c(N)n(C)c(=O)n(C)c2=O)cc1OCC	-1.5%	-0.784	-0.267	-0.336	0.292	i	2.9	52.2*	670*	0.74	1266	i	3.6	4.8	2.0	-17.4%	2.3%
Cc1ccc(OCCOCCN2CCN(C)CC2)c([N+](=O)[O-])c1	-1.4%	-0.715	-0.267	-0.335	1.14	i	4.1	2.5	722	/	/	i	1.1	1.8	5.4	6.7%	2.1%
CCOc1ccc(CN2CCN(C3CCSCC3)CC2CCO)cc1 (centres undefined)	-1.3%	-0.647	-0.321	-0.5	0.983	i	16.3	-3.9	496	-0.37	1493	i	4.0	2.4	4.1	-2.0%	3.3%
FC(F)(F)Oc1ccc(Nc2nc3ccccc3o2)cc1	-2.0%	-0.119	-0.229	0.707	0.733	i	17.3	-0.9	763	0.33	1237	/	3.7	1.6	3.5	-1.3%	7.3%
CCn1ncc(NC(=S)Nc2ccc(OC)c(OC)c2)c1C(N)=O	-0.9%	-0.575	-0.201	-0.456	0.511	i	-8.2	-1.6	694	/	/	i	1.9	2.9	5.2	17.7%	10.1%
CN(c1ccccc1)c1ccc(/C=c2\s/c(=C(/C#N)C(=O)C(C)(C)C)n(Cc3ccco3)c2=O)cc1	-0.8%	-3.42	39.6	5.07	-1.67	+	-2.0*	/	/	12.8*	1465*	i	3.6	1.3	1.6	8.2%	15.3%
CCN(CC)CCNC(=O)CS(=O)Cc1nc(-c2ccc(C)cc2)oc1C (centres undefined)	2.5%	-0.8	-0.365	-0.252	1.24	i	-6.5	/	/	0.09	1157	i	4.8	3.2	9.0	20.9%	3.2%
CCOC(=O)C1CCN(c2ncnc3c2oc2ccccc23)CC1	3.3%	-0.285	-0.213	0.351	-0.326	i	-4.4	/	/	0.57	1197	i	2.5	1.6	4.5	-1.6%	10.6%
CCOC(=O)CSc1nnc(CSc2nc(N)c3c(C)c(C)sc3n2)n1-c1ccccc1	-1.3%	-0.0564	-0.207	0.27	-0.28	i	2.9	13.3	637	-0.23	1632	i	5.3	2.2	8.0	5.8%	1.4%
CC1(C)NC(=O)N(CCCCSc2ccc(Cl)cc2)C1=O	-0.9%	-0.809	-0.253	-0.436	0.588	i	3.6	/	/	0.04	855	i	2.8	3.3	10.3	3.3%	1.5%
COc1ccc(NC(=O)CSc2nnc(NC(C)=O)s2)c([N+](=O)[O-])c1	1.3%	2.23	-0.315	0.192	0.242	i	9.5	0.2	714	0.37	1449	i	4.2	1.8	10.5	11.8%	-0.8%
Cc1ccc(SC[C@H](CC(C)C)N2CCN(C)CCC2=O)cc1	/	-0.315	-0.822	-0.229	0.00898	/	/	14.6	695	-0.45	987	i	/	/	/	6.3%	-2.7%
COc1ccc(C2C(C#N)=C(N)Oc3c2oc(CO)cc3=O)c(OC)c1OC (centres undefined)	/	-0.911	-0.197	-0.319	1.05	i	2.6	/	/	0.88	1226	i	8.0	2.8	9.6	-49.1%	1.3%
CCOC(=O)C1CCCN(S(=O)(=O)c2ccc(Br)c(OC)c2)C1 (centres undefined)	-3.0%	-0.783	-0.0904	0.0953	0.144	i	-3.2	-1.4	772	0.55	1172	i	3.2	2.2	4.5	12.7%	-2.1%
CCOc1ccc2nc(NC(=O)C3CCCN(S(=O)(=O)c4cccs4)C3)sc2c1 (centres undefined)	1.5%	-0.639	-0.257	-0.178	0.902	i	6.1	31.4	793	0.22	1303	i	4.6	1.4	2.9	13.1%	8.1%
CC(=N/O)/C(=N\O)c1ccc(C)o1	-0.9%	2.07	0.0946	1.54	-1.79	i	22.9	/	/	0.8	1226	i	7.2	1.7	10.6	11.9%	3.8%
CCN1CCN(C(CNS(=O)(=O)c2cccs2)c2cccnc2)CC1 (centres undefined)	/	-2.02	-0.246	-0.348	0.443	/	/	-0.6	727	0.2	1065	i	/	/	/	0.9%	-2.8%
Cc1ccc(NC(=O)NC2CCCN2S(=O)(=O)c2ccc(Cl)cc2)cc1 (centres undefined)	-1.0%	0.797	-0.118	0.456	0.159	i	0.1	-10.9	752	-0.42	950	i	2.1	1.5	7.0	4.6%	4.2%

Next entries
SMILES	ER stress rescue	Dynein transport	Dynein transport cytoplasmic EGFP	Dynein transport nuclear GR-EGFP	Dynein transport cell count	Autophagy HCS	Autophagy HCS cell loss 18 h	Lipid droplet	Lipid droplet cells 6.5 µM	Insulin prom up	Insulin prom up cell count	Yfh1-depleted yeast	MT stabilize HCS	MT stabilize HCS Hoechst-high %	MT stabilize HCS cytotoxicity %	M17LAP inhibition	M1AAP inhibition
O=C(C[n+]1ccccc1)c1ccc(-c2ccccc2)cc1	-1.8%	-0.463	-0.192	-0.246	-0.0476	i	1.7	-1.8	676	-1.09	1284	i	2.1	1.9	0.6	-25.7%	1.9%
Cc1csc(NC(=O)c2ccc(C)c(S(=O)(=O)N3CCCCC3)c2)n1	1.2%	-0.336	-0.21	-0.0126	0.1	i	-10.3	/	/	-0.95	1448	i	1.4	2.5	12.5	4.5%	4.0%
CCn1c(=O)cc(SCC(=O)NCc2ccco2)c2ccccc21	-1.0%	-0.355	-0.171	0.0749	-0.381	+	20.6*	/	/	-0.71	1279	i	45.7*	34.8*	41.5*	19.2%	11.7%
C=CCN1C(=O)C(Cc2cccc(Cl)c2)SC1=Nc1ccc(C(=O)O)cc1 (centres undefined)	-1.5%	-0.574	-0.283	-0.391	0.512	i	-30.3	0.0	675	/	/	i	4.2	1.6	7.0	-2.3%	-2.6%
Cc1cccc(C(=O)N/N=C/c2ccc(OCC(=O)N3CCCCC3)cc2)c1	-1.7%	0.953	-0.173	1.24	-0.849	i	14.1	/	/	0.01	1632	i	3.3	2.3	3.7	7.7%	7.8%
CCOC(=O)c1ccc2[nH]cc(C(C)=O)c(=O)c2c1	-1.1%	-1.49	-0.275	-0.562	1.08	i	0.8	-5.3	715	0.13	1103	i	3.8	1.2	36.1	5.9%	3.6%
O=C(Cc1cccs1)N1CCN=C1SCc1ccccc1F	/	-0.407	-0.24	-0.237	0.467	+	18.1*	-4.9	722	-0.74	1229	i	2.2	2.5	4.6	-2.6%	-1.6%
C#CCOCCOCCOCCNc1nc(OC)nc(N2CCN(C(=O)[C@H](CCCCN)n3cc(C(N)CO)nn3)CC2)n1 (some centres undefined)	/	1.18	-0.764	0.551	-0.565	/	/	1.0	684	1.16	703	i	/	/	/	-8.3%	2.1%
CCc1ccc(NC(=O)CSc2nc(CSc3ccc(C)cc3)cc(=O)[nH]2)cc1	/	-0.144	-0.26	-0.115	0.506	/	/	-13.0	684	-0.27	1009	i	/	/	/	10.9%	-3.4%
COC(=O)C1C(c2ccccc2)C(C(=O)N2CCN(C)CC2)C1c1ccccc1 (centres undefined)	-1.3%	0.793	-0.308	0.768	-1.07	i	14.5	8.5	749	-1.15	879	i	3.7	2.9	3.1	10.7%	10.9%
O=C(CS(=O)CC(=O)Nc1cccc2c1CCCC2)Nc1ccc(F)cc1 (centres undefined)	/	0.405	-0.208	0.932	0.918	i	0.5	3.8	664	-0.94	1217	i	2.7	2.6	9.6	13.1%	-1.2%
CCN(CC)CCn1c(O)c(N=O)c2ccccc21	-2.0%	0.393	-0.0188	0.963	-0.692	i	5.2	/	/	0.01	737	i	4.3	2.0	11.0	-2.2%	11.4%
